# Pol eta inh: qHTS for Inhibitors of Polymerase Eta. DNA polymerase eta (Homo sapiens), Q9Y253. recombinant Pol eta, fluorescent DNA replication assay. Potency, µM (highest dose often 114 µM), for inactives: top-dose activity change, negative = inhibition, actives largely listed as inhibitors. 390,000 tested, 1.2% active. AID 588591, 2011; note: potency is the fitted concentration of half-maximal effect; % is set by controls: 0 for no effect and ±100 for the full control effect
#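 Pol eta (10 nM) was preincubated with compounds for 15 min at room temperature, after which fluorescent replication substrate (50 nM final) was added to start the reaction. Fluorescence was read kinetically at 0 and 10 min.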
# Pol kappa inh: qHTS for Inhibitors of Polymerase Kappa | Potency, µM (titrated, usually from 107 µM), for the others: at the top dose activity, negative = inhibition, most hits filed as inhibitors | 400,000 tested, 0.53% active | AID 588579, 2011 | purified Pol kappa, fluorescent DNA synthesis assay, 10 min | DNA polymerase kappa (Homo sapiens), Q9UBT6; note: potency is the fitted concentration of half-maximal effect; % is set by controls: 0 for no effect and ±100 for the full control effect
#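 Fluorescent qHTS in 1536-well format: enzyme (10 nM) and compound sat 15 min at room temperature before 50 nM substrate (final) was added. Signal taken at 0 and 10 min; no-enzyme buffer wells were negative controls.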
# Tb PGK inh: qHTS Assay to Find Inhibitors of Phosphoglycerate Kinase | Potency, µM (top dose mostly 57.5 µM), for the others: at the top dose activity change, negative = inhibition, usual class: inhibitors | Phosphoglycerate kinase, glycosomal (Trypanosoma brucei brucei), P07378 | 380,000 tested, 0.043% active | AID 602233, 2012 | PGK/GAPDH coupled, Kinase-Glo luminescence, 60 min; note: potency is the fitted concentration of half-maximal effect; % is set by controls: 0 for no effect and ±100 for the full control effect; nearly all actives have a fitted effect of over 60% in size
#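 Recombinant glycosomal PGK reaction used 1,3-bisphosphoglycerate generated in-well by GAPDH (100nM final) in 100mM TEA pH 7.6, 5mM MgCl2, 0.01% Tween-20. After 60 minutes at room temperature, ATP was read by Kinase-Glo Plus luminescence end-point.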
# Pol iota inh: qHTS for Inhibitors of Polymerase Iota; DNA polymerase iota (Homo sapiens), Q9UNA4; Pol iota fluorescent replication assay, 10 min; Potency, µM (doses to about 115 µM), without a hit: at the highest dose activity, negative = inhibition, actives largely listed as inhibitors; 390,000 tested, 1% active; AID 588590, 2011; note: potency is the fitted concentration of half-maximal effect
# Target sequence (Q9UNA4 whole entry, looked up): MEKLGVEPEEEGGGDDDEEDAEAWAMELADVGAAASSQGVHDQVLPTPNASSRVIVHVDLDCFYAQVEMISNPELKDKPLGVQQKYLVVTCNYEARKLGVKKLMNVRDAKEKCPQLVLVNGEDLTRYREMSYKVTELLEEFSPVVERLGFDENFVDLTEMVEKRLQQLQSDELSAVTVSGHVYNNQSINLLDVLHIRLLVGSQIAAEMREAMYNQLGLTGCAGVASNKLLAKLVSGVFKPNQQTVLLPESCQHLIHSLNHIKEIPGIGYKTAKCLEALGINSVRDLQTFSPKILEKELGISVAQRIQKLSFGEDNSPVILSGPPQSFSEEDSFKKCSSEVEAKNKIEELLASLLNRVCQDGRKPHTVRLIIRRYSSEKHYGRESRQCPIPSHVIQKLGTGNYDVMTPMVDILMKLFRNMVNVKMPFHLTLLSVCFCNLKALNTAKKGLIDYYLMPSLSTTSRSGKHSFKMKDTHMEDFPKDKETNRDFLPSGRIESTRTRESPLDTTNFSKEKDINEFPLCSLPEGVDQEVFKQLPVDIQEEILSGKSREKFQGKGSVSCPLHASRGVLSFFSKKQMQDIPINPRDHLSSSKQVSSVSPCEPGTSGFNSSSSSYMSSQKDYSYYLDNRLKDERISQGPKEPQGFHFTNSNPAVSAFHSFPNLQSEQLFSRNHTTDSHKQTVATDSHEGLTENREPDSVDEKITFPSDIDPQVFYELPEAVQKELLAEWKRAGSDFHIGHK
#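 Pol iota at 10 nM preincubated 15 min with compounds at room temperature; reaction started with fluorescent substrate, 50 nM final. Fluorescence read kinetically at 0 and 10 min; buffer-only wells as negative control.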
# Pol beta inh: qHTS Assay for Inhibitors of DNA Polymerase Beta | P06746 | Pol beta primer extension/strand displacement, fluorescence kinetic | Potency, µM (doses to about 114 µM), for the others: top-dose activity change, negative = inhibition, hits mostly inhibitors | 340,000 tested, 1.3% active | AID 485314, 2010; note: potency is the fitted concentration of half-maximal effect; % is set by controls: 0 for no effect and ±100 for the full control effect
#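 Reaction started by 50 nM substrate onto compound-treated Pol beta (10 nM, 15 min preincubation, room temperature); plates read at 0 min and 10 min. Normalized concentration-effect data fitted by four-parameter Hill equation.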
# RXFP1 antag: qHTS Assay for Antagonists of the Relaxin Receptor RXFP1; 350,000 tested, 0.59% active; activity change, negative = inhibition, % at 57.5 µM; Relaxin receptor 1 (Homo sapiens), Q9HBX9; HEK293-RXFP1, relaxin-stimulated cAMP HTRF, 30 min; hits give low values;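 active = activity change of -60% or lower, but not beyond a set lower limit; inconclusive = change between -60% and -40%, or beyond the set limit; inactive = change above -40%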; note: % is set by controls: 0 for no effect and ±100 for the full control effect
# APE1 inh: qHTS Assay for Inhibitors of the Human Apurinic/apyrimidinic Endonuclease 1 (APE1); DNA repair nuclease/redox regulator APEX1 (Homo sapiens), P27695; recombinant APE1, TAMRA/BHQ-2 abasic DNA cleavage fluorescence; Potency, µM (series often up to 65.8 µM), inactives show at the top dose activity change, negative = inhibition, hits mostly inhibitors; 350,000 tested, 0.35% active;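 note: potency is the fitted concentration of half-maximal effect; plate controls were vehicle for no effect and reference inhibitor for full effect; nearly all actives have a fitted effect of over 55% in size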
# Target sequence (P27695 whole entry, looked up): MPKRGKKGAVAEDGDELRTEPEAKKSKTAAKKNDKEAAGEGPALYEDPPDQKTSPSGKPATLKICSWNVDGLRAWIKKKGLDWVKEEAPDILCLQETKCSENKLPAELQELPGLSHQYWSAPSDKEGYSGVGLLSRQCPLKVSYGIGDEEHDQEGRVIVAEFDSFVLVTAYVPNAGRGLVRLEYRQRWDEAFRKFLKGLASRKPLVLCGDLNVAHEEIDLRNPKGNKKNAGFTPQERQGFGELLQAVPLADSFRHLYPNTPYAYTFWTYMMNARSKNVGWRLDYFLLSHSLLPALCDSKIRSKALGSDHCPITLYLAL
#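 Substrate: short duplex with […] THF abasic site, 5'-TAMRA and 3'-BHQ-2, 50 nM final. APE1 at 0.75 nM, preincubated 15 min RT with compound. Fluorescence increase from first to third read measured activity.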
# BLM helicase inh: qHTS Assay for Inhibitors of Bloom's syndrome helicase (BLM). recombinant BLM DNA unwinding, fluorescence dequenching. Potency, µM (highest dose often 56.1 µM), for inactives: at the top dose activity change, negative = inhibition, hits mostly inhibitors. 350,000 tested, 0.2% active;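 note: potency is the fitted concentration of half-maximal effect; plate controls were vehicle for no effect and no enzyme for full effect; nearly all actives have a fitted effect of over 35% in size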
# Anesthetic bind: qHTS Assay for Identification of Novel General Anesthetics | Ferritin light chain (Equus caballus), P02791 | apoferritin/1-aminoanthracene competitive binding, fluorescence | Potency, µM (doses to about 77.5 µM), for the others: top-dose activity change, negative = displacement, most hits filed as inhibitors | 350,000 tested, 0.074% active; note: potency is the fitted concentration of half-maximal effect; % is set by controls: 0 for no effect and ±100 for the full control effect; nearly all actives have a fitted effect of over 20% in size
#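 10 uM apoferritin + 50% sat. 1-AMA, PBS; cpd 10 min RT; Ex380/Em535 endpoint; normalized to free probe vs complex; 4-param Hill fit; propofol titration as pos. ctrl.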
# * hit, by the source's call; i = inactive; ? = inconclusive; / = no result given; & = joins results of further samples; [ ] = another dose, or the depositor's remark. Unless noted, calls come from the whole dose curve; as a rule, active = well fitted curve in the direction sought with a large enough effect; inconclusive = small, poorly fitted or top-dose-only effect, or another doubt; inactive = no such curve, though single readings can be large; an effect the other way counts as inactive or inconclusive.
Structure | Pol eta inh | Pol kappa inh | Tb PGK inh | Pol iota inh | Pol beta inh | RXFP1 antag | APE1 inh | BLM helicase inh | Anesthetic bind
O=C(COC(=O)c1ccc(F)cc1Cl)NC1CCCCCCC1 | -17% | 3% | i | 16% | / | -14 | 9% | / | /
CCN(CC(=O)Nc1ccc(NC(C)=O)cc1)C(=O)CCCc1nc2ccccc2c(=O)[nH]1 | -6% | -10% | 4% | 21% | / | -2 | -9% | / | /
Cc1cc(=O)n2c(n1)OC(CO)C2 (stereo not given) | -3% | -6% | 2% | 5% | -17% | -6 | -2% | 2% | -6%
O=C(CSc1ccc(-c2cccc([N+](=O)[O-])c2)nn1)N1CCCCC1 | -22% | -7% | -11% | 37%[activator] | -1% | 16 | -2% | -4% | -12%
CCC(C)(C)n1nnnc1C(c1ccccc1F)N1CCN(C(=O)c2ccco2)CC1 (stereo not given) | -27% | -9% | 0% | 97%[activator] | 22% | -5 | 0% | -2% | 6%
COC(=O)c1ccc(NC(=O)c2ccc(CN3CCOCC3)cc2)cc1 | -4% | -12% | -1% | 4%[58.9 µM] | 17% | -19 | -2% | 0% | 1%
Cc1ccc(/C(N)=N/OC(=O)CCC2CCCC2)cc1 | 12% | -1% | -3% | 46%[activator] | 23% | -1 | -2% | -4% | -9%
Cc1ccc(C(=O)N2CCN(c3ccc(NC(=O)COc4ccccc4C)cc3)CC2)cc1 | -11% | -14% | 2% | 83%[activator] | 2% | -7 | -10% | -13% | 33%[activator]
O=C(Cn1nnc2ccccc21)N1CCCCC1 | -8% | -5% | 3% | 15% | -8% | -3 | -1% | -1% | -11%
CCOc1ccc(Nc2cc(C)nc3nc(Cc4ccc(Cl)cc4)nn23)cc1 | -20% | -29% | 5% | 79µM* | ? | / | / | -5% | -19%
COc1ccccc1CNC(=O)c1cc(=O)c2ccccc2o1 | -13% | 2% | -2% | 13% | -3% | 4 | -3% | -5% | -3%
Cc1cc(C)c(C(=O)NCCCN2CCOCC2)c(C)c1 | -2% | -13% | -3% | 130%[activator] | 2% | 5 | -3% | 4% | -13%
C[C@]12CCC(=O)CC1CCC1C2CC[C@@]2(C)C1CC[C@@]21CCO1 (stereo not given in full) | -16% | 1% | i | 105%[activator] | 0% | -15 | 42% | -1% | -4%
O=C(NCCN1CCOCC1)/C(=C\c1ccccc1F)NC(=O)c1ccccc1 | -7% | -11% | -6% | -17% | 2% | -32 | 20% | 1% | -7%
CC(=O)N1c2ccc(S(=O)(=O)NCCC(=O)Nc3ncccc3C)cc2CC1C (stereo not given) | -19% | -11% | -8% | 42%[activator] | 24% | 25 | 15% | -2% | 0%
COCCn1nnnc1CN1CCN(C(=O)c2ccco2)CC1 | 2% | 1% | -7% | 37%[activator] | 3% | -13 | 24% | -1% | 6%
CC(=O)Nc1cccc(NC(=O)Cn2cnc3c(oc4ccccc43)c2=O)c1 | -18% | 1% | -9% | 24% | 0% | 1 | / | -5% | -9%
Cc1ccc(CNC(=O)c2ccc(CN3CC(=O)N4CCCCC4C3=O)cc2)cc1 (stereo not given) | 9% | 2% | -11% | -15% | 1% | -5 | / | 2% | -8%
CCCNC(=O)OC[C@H]1O[C@H](CCO/N=C(\C)CCN2CCc3nc(-c4ccccc4)c(-c4ccccc4)cc3C2)C=C[C@@H]1Oc1ccc(OC)cc1 | / | / | / | / | -7% | / | -1% | -4% | -19%
CCN1CCN(c2nc(Nc3ccc(NC(C)=O)cc3)nc(Nc3ccc(NC(C)=O)cc3)n2)CC1 | ? | ? | 7% | ? | ? | -14 | -4% | 18µM* | -8%
Cc1n[nH]c(=O)nc1NCc1ccccc1 | -10% | -9% | 6% | 351%[activator] | 16% | -2 | 3% | 1% | -9%
O=S(=O)(c1ccc(Cl)c(C(F)(F)F)c1)N1CCN(CC(O)COc2ccccc2F)CC1 (stereo not given) | -19% | -6% | -10% | 61%[activator] | 6% | -14 | -2% | -10% | 3%
CC(=O)N1CC[C@H]2CC(=O)CC[C@@]21C | / | -23%[158 µM] | / | / | / | / | -1%[120 µM] | 2%[120 µM] | -5%[163 µM]
CCCC(=O)Nc1cc(-c2nn(C)c(=O)c3ccccc23)ccc1OC | -6% | -13% | i | 12% | 31% | 12 | 4% | -2% | -9%
CCC(C)(C)NC(=O)C(c1ccc(C)cc1)N(Cc1cccs1)C(=O)c1ccc2c(c1)OCCO2 (stereo not given) | -8% | -4% | / | 5% | -9% | -14 | -4% | -11% | -6%
O=[N+]([O-])c1ccc(Sc2cc[n+]([O-])c3ccccc23)c([N+](=O)[O-])c1 | ? | -10% | 2% | ? | 6% | -8 | 2% | -3% | -6%
NC(=S)Nc1ccc2cn[nH]c2c1 | -11% | 2% | 0% | -12% | 0% | -2 | -4% | -6% | -4%
COc1ccc(NS(=O)(=O)c2ccc(C)c(C(=O)NC3CCN(Cc4ccccc4)CC3)c2)cc1 | -2% | -12% | -5% | -16% | 1% | 0 | 6% | 1% | -11%
COc1ccc(Cn2nnnc2C(c2ccc(N(C)C)cc2)N2CCC(C(N)=O)CC2)cc1 (stereo not given) | -2% | -4% | 6% | 40%[activator] | 4% | -26 | 0% | 2% | -4%
Cc1ccc(C)c(OCc2cc(C(=O)N3CCN(C(=O)c4ccco4)CC3)no2)c1 | 9% | -3% | -3% | 24% | 23% | -3 | -6% | -7% | -21%
O=C(CN1CCN(c2ccccc2)CC1)Nc1ccccc1Sc1ccccc1 | -24% | -7% | -11% | 9% | -1%[57.1 µM] | 8 | -1% | -10% | 32%[activator]
COc1ccc(/C=N/NC(=O)Cc2cccs2)cc1 | -22% | -14% | i | -3% | 16% | -7 | -1% | -8% | -15%
CCOC(=O)C(=CNc1ccc(C(F)(F)F)cc1)C(=O)OCC | -8% | -13% | -5% | 134%[activator] | 1% | -38 | -3% | -9% | -4%
NC(=O)c1cc(S(=O)(=O)N2CCCCC2)cs1 | -15%&-5% | -11%&-6% | 4% | -6%&23% | 2%&26% | -1&7 | 7% | 1%&3% | 0%&-8%
CCCCCCCNc1cccc(C)c1 | -20% | -5% | -9% | 2%[58.9 µM] | 1% | 0 | 3% | 0% | -2%
CCN1CCN(C(=S)Nc2ccc3nc4n(c(=O)c3c2)CCCCC4)CC1 | -26% | 3% | -9% | -17% | 1% | 1 | 1% | -8% | -8%
O=C(O)CC(NC(=O)C1CCCCC1)c1ccc(OC2CCCC2)cc1 (stereo not given) | -13% | -4% | -6% | 121%[activator] | 2% | -14 | 0% | -1% | 0%
O=C(NC1CC1)c1cccc(NC(=O)c2cnn(-c3ccccc3)n2)c1 | -14% | -1% | -7% | -19% | / | -14 | 35% | / | /
CC(C)(C)SCCNC(=O)c1ccccc1 | -4% | -10% | 5% | 11% | 5% | -3 | 4% | -1% | ?
CCOC(=O)c1csc(NC(=O)CC2CCCC2)n1 | -13% | 0% | 2% | 149%[activator] | 29% | -16 | -6% | -5% | -13%
COc1ccc(S(=O)(=O)Nc2ccc(-n3cnnn3)cc2)cc1Br | -16% | -5% | -2% | 20% | / | 5 | 24% | / | /
COc1ccccc1C/C(N)=N/OC(=O)COc1ccc(C)cc1 | 2% | -16% | -3% | -1% | -11% | -4 | 1% | -7% | -9%
Cn1nccc1C(=O)OCC(=O)Nc1ccc(S(N)(=O)=O)cc1 | -6% | 5% | 10% | 34%[activator] | 9% | 2 | 7% | -2% | 0%
O=C(c1cccc(N2C(=O)c3ccccc3C2=O)c1)N1CCCCCC1 | -5% | 10% | i | -18% | 27% | -1 | -3% | -3% | -11%
COc1ccc(OCC(=O)NCCS(=O)(=O)N2CCN(c3ccc(F)cc3)CC2)cc1 | 2% | -20% | -2% | -3% | 3% | 4 | 19% | -2% | -3%
COc1ccc(CNC(=O)CN(c2ccc(C(C)=O)cc2)S(=O)(=O)c2ccc(C)cc2)cc1OC | -7% | -17% | 3% | 60%[activator] | / | -11 | 3% | / | /
Cc1ccc(NC(=O)c2oc3ccc(S(=O)(=O)N(C)C4CCCCC4)cc3c2C)cc1Cl | -16% | -5%[60.1 µM] | -8% | 36% | 19% | -21 | / | -6% | -2%
CCCC1(C(=O)OCC)NC(c2cc(OC)c(OC)c(OC)c2)C2C(=O)N(CC)C(=O)C21 (stereo not given) | -12% | -6% | 3% | 2% | 0% | -2 | 2% | -1% | -3%
N/C(=N\OC(=O)c1cc(-c2ccccc2)nc2ccccc12)c1ccc(Cl)cc1 | -14% | 0% | -8% | 5% | 41% | -3 | 3% | -1% | -6%
Cc1cccnc1NC(=O)c1ccccc1NC(=O)C(C)(C)C | -12% | -13% | 2% | -1% | -18% | 0 | 7% | 0% | 0%
Cc1cc(C)cc(NC(N)=S)c1 | -11% | -8% | -9% | 19% | 22%[57.1 µM] | 19 | 14% | 5% | 14%
COc1ccc(Nc2ccc3c(c2)=NC2(CCCCC2)[N+]=3[O-])cc1 | -30% | -6% | -10% | 42%[activator] | ? | -8 | -8% | -6% | ?
CC(C)N(Cc1cnn(C)c1)Cc1nc(-c2ccc(Cl)cc2)no1 | -4% | -4% | i | 5% | -6% | / | 0% | -7% | -6%
O=c1[nH]c(/C=C/c2ccc(Br)cc2)nc2ccccc12 | -9% | 17% | -1% | 14% | 25% | 3 | 36%[activator] | -2% | -2%
CC(C(=O)Nc1ccccc1Br)c1ccc([N+](=O)[O-])cc1 (stereo not given) | -16% | -12% | / | -11% | -23%[57.1 µM] | 0 | -1% | 2% | 2%
CCN(CC)S(=O)(=O)c1ccc(N/N=C/c2ccc(O)cc2)nc1 | -18% | 2% | -14% | -15% | 19% | 0 | 5% | -5% | -19%

# Assay outcomes: PubChem, National Center for Advancing Translational Sciences (NCATS)

# The list is partial, so the mix of outcomes need not match the whole.
